Compound activity (PubChem)
HT1080 IDH1KD tx = qHTS for induction of synthetic lethality in tumor cells producing 2HG: qHTS for the HT-1080-IDH1KD cell line. 360,000 compounds, 2% hits. Potency, µM (titrated, usually from 46.1 µM), for the others: at the top dose activity, negative = toxicity, most hits filed as cytotoxic. AID 686971, 2013. HT-1080 IDH1 knockdown viability, ATP luminescence, 48 h;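 also: potency is read from the fitted curve at half-maximal effect; 0% = DMSO wells and -100% = cell-free medium wells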
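CellTiter-Glo luminescence after 48 h compound exposure at 37 degrees C of IDH1-knockdown HT-1080 cells in 5% FBS RPMI. %Activity scaled between DMSO wells and cell-free media wells, with curves fitted and assigned curve classes.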
D3 ag = qHTS of D3 Dopamine Receptor Agonist: qHTS | D(3) dopamine receptor (Homo sapiens), P35462 | D3R DiscoveRx beta-arrestin cells, luminescence, 90 min | max activation, % | 410,000 compounds, 0.58% hits; in the data active = max activation above about 30%; also: 0% is about no effect; mostly tested at two doses, the higher about 12 µM
Target sequence (P35462 whole entry, looked up): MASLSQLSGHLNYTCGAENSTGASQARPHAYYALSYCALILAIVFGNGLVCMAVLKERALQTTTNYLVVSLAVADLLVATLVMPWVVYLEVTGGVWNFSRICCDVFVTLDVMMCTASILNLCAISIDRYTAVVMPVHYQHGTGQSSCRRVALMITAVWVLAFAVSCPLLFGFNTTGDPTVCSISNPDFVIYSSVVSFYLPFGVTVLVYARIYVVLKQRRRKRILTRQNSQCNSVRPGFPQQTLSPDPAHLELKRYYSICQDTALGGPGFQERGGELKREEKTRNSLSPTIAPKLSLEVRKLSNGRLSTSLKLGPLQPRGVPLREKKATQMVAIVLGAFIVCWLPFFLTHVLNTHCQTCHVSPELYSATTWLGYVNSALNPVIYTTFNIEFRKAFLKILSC
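Cells at 1500/well, incubated overnight, then treated with pinned compounds (dopamine as control) for 90 min at 37 degrees C. DiscoveRx reagent added for 30 - 60 minutes at room temperature; luminescence read.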
MCF10A rerep = A quantitative high throughput screen for small molecules that induce DNA re-replication in MCF 10a normal breast cells | MCF 10A DNA re-replication, Hoechst nuclear intensity, 48 h | Potency, µM (series often up to 46.1 µM), without a hit: top-dose activity, positive = re-replication, hits mostly activators | 350,000 compounds, 2.9% hits | AID 624296, 2012; also: potency is read from the fitted curve at half-maximal effect; % of control where 0% means no effect; nearly all actives have a fitted effect of over 50% in size
HT1080-NT tox = qHTS for induction of synthetic lethality in tumor cells producing 2HG: qHTS for the HT-1080-NT fibrosarcoma cell line | HT-1080-NT fibrosarcoma viability, CellTiter-Glo ATP luminescence, 48 h | Potency, µM (series often up to 46.1 µM), for the others: at the highest dose activity, negative = less viability, actives largely listed as cytotoxic | 360,000 compounds, 1.6% hits | AID 686970, 2013;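 also: NT is the 2HG producing partner of a matched IDH1 knockdown line; potency is read from the fitted curve at half-maximal effect; 0% = DMSO-treated cells and -100% = media-only wells without cells; nearly all actives have a fitted effect of over 55% in size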
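Luminescent CellTiter-Glo readout after 48 hours of compound exposure at 37 degrees C defined viability of HT-1080-NT cells. Activity was normalized to DMSO wells and cell-free media wells; concentration-response curves were fitted and assigned curve classes.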
KB-V1 cytotox = qHTS assay for MDR1-selective chemotherapeutics: Primary screen using the drug-selected MDR subline cells KB-V1; KB-V1 MDR cells viability, CellTiter-Glo, 72 h; Potency, µM (top dose mostly 46.1 µM), inactives show top-dose activity change, negative = cytotoxicity, actives largely listed as cytotoxic; 400,000 compounds, 3.4% hits; also: potency is read from the fitted curve at half-maximal effect; % is scaled to controls: 0 for no effect and ±100 for the full control effect; nearly all actives have a fitted effect of over 60% in size
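KB-V1, DMEM (no phenol red) + 10% FBS; cpd pin-transferred, titration series; 72 h, 37 degrees C; CellTiter-Glo, luminescence. Data normalized, curve-fit.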
KB-3-1 tox = qHTS assay for MDR1-selective chemotherapeutics: Primary screen using the parental adenocarcinoma cell KB-3-1; KB-3-1 viability, CellTiter-Glo ATP luminescence, 72 h; Potency, µM (series often up to 46.1 µM), for inactives: at the highest dose activity change, negative = cytotoxic, most hits filed as cytotoxic; 400,000 compounds, 1.4% hits; AID 1347075, 2019; also: potency is read from the fitted curve at half-maximal effect; % is scaled to controls: 0 for no effect and ±100 for the full control effect; nearly all actives have a fitted effect of over 60% in size
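72 h, 37 °C compound treatment of KB-3-1 parental cells; CellTiter-Glo added, 10 min, luminescence read. Data corrected against DMSO-only plates and normalized before curve fitting.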
SW480 rereplic = A quantitative high throughput screen for small molecules that induce DNA re-replication in SW480 colon adenocarcinoma cells; AID 624297, 2012; SW480 DNA re-replication, Hoechst DNA content imaging, 48 h; Potency, µM (titrated, usually from 46.1 µM), inactives show at the highest dose re-replication activation, hits mostly activators; 340,000 compounds, 1.8% hits; also: potency is read from the fitted curve at half-maximal effect; % of control where 0% means no effect; nearly all actives have a fitted effect of over 55% in size
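250 cells/well; 23 nL cpd via pin tool; 48 hr, 37 C, 5% CO2; Hoechst 40 min; imager read of total nuclear intensity, ex 405/em 500-530 nm.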
IL1B secr inh = qHTS for Inhibitors of Inflammasome Signaling: IL-1-beta AlphaLISA Primary Screen; THP-1 LPS/ATP IL-1B secretion, AlphaLISA, 16 h; stronger effect = lower value; activity change, % at 57.5 µM; 360,000 compounds, 4.7% hits; AID 743279, 2014; in the data active = activity change below about -50%; inconclusive = mostly about -30% to -49%; also: % is scaled to controls: 0 for no effect and ±100 for the full control effect
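THP-1 cells pretreated 1 hr with compounds (up to 57.5 uM final), then stimulated with LPS (250 ng/mL final) plus ATP (1.25 mM final); secreted IL-1B measured by AlphaLISA after 16 hr, decreased signal indicating inhibition.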
GLP1R cytotox = qHTS of GLP-1 Receptor Inverse Agonists: Cytotox Screen; Potency, µM (top dose mostly 38.3 µM), for inactives: at the top dose activity change, negative = inhibition, most hits filed as inhibitors; 410,000 compounds, 0.13% hits; HEK293 cAMP-luciferase reporter cells, luminescence, 24 h;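 also: loss of luciferase light is scored as toxicity; potency is read from the fitted curve at half-maximal effect; % is scaled to controls: 0 for no effect and ±100 for the full control effect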
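Seeding density was 200 cells/uL; after overnight-length (12 h) culture, 23 nL compounds went on for 24 h at 37 °C. Readout used a luciferase detection reagent, luminescence taken after 12 min at room temperature.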
* marks the source's active call; other numbers are inactive results; i = inactive; ? = inconclusive; / = no result given; [ ] = another dose, or the depositor's remark. Unless noted, calls follow the shape of the dose curve; as a rule, active = well fitted curve in the direction sought with a large enough effect; inconclusive = small, poorly fitted or top-dose-only effect, or another doubt; inactive = no such curve, though single readings can be large; an effect the other way counts as inactive or inconclusive.

SMILES	HT1080 IDH1KD tx	D3 ag	MCF10A rerep	HT1080-NT tox	KB-V1 cytotox	KB-3-1 tox	SW480 rereplic	IL1B secr inh	GLP1R cytotox
CCCNC(=O)NC(=O)COC(=O)CC(NC(N)=O)c1ccc(Cl)cc1 (stereo not given)	-3%	0	2%	-4%	2%	-13%	-1%	1	-1%
COc1cc(CN(C(=O)COc2ccc(Cl)cc2)c2ccccn2)cc(OC)c1OC	/	-8	/	/	-8%	0%	/	/	7%
CCn1c(C(=O)N2CCc3ccccc3C2)cc2sccc21	1%	-6	1%	-4%	-27%	-9%	15%	-1	5%
COc1cc(OC)cc(C(=O)NCc2ccc3[nH]c(C)cc3c2)c1	-3%	4	0.65µM*	-3%	13%	-15%	4%	-16	7%
CC1Oc2ccccc2N(CC(=O)Nc2ccccc2F)C1=O (stereo not given)	-10%	6	-8%	16%	-2%	22%	-9%	7	-3%
O=C(NCc1ccccc1)c1cc(C2CCCN(C(=O)c3ccccc3)C2)on1 (stereo not given)	1%	-3	/	1%	0%	0%	/	-1	-2%
O=C(COc1ccccc1Cl)NCCCNC(=O)c1ccco1	9%	-3	-1%	9%	?	4%	2%	14	-13%
O=C(Nc1cccc(C(=O)OCc2cc(=O)n3nc(C4CC4)sc3n2)c1)c1cccc(Cl)c1	/	3	/	/	14%	6%	/	/	-8%
Clc1ccc(N/N=C/c2cccnc2)cc1	?	-3	?	?	3%	-17%	11%	-62*	3%
CCc1nnc(NC(=O)CSc2nnc(-c3cc4ccccc4cc3O)n2CC)s1	-14%	3	15%	-10%	7%	10%	1%	0	-5%
COC(=O)c1ccc(NC(=O)CSc2nc3ccc(OC)cc3[nH]2)cc1	/	-15	/	/	14%	22%	/	/	0%
CCOCC(=O)N1CCC(Cc2ccccc2)CC1	0%	-2	0%	9%	-6%	0%	-5%	-16	3%
Cc1ccccc1CSc1nnc(-c2cccs2)n1Cc1ccco1	0%	-4	?	0%	5.8µM*	-12%	-1%	-29	-18%
CCC(=O)Nc1ccc(Br)c(Cl)c1	-9%	0	1%	-2%	-3%	-5%	-1%	-23	42%[activator]
O=c1cc(CSc2ccccc2)[nH]c2ccccc12	7%	-1	-3%	-1%	-1%	-2%	-11%	15	3%
Cc1cccc(-n2cnc3sc(C)c(C)c3c2=O)c1	4%	4	1%	19%	-7%	15%	-2%	-4	19%
COc1ccc2cc(S(=O)(=O)c3ccccc3F)c(=O)oc2c1	/	-9	/	/	19%	-5%	/	/	67%[activator]
NS(=O)(=O)c1ccc(N=Nc2c(O)[nH]c3ccc(Br)cc23)cc1	?	-11	?	?	5%	-1%	?	-15	-16%
CCOC(=O)C1=C2SCCN2C(=O)C(C#N)C1(C)C (stereo not given)	2%	-3	-1%	5%	-7%	9%	-5%	18	-14%
Cc1cc(C)nc(Sc2nc(Cl)nc(N(c3ccccc3)c3ccccc3)n2)n1	4%	-4	?	-3%	-11%	-10%	?	-97*	?
CNC(=S)N/N=C/c1cc(Br)cc(Br)c1O	23µM*	-11	7.3µM*	?	-24%	0%	/	0	88%[activator]
COc1ccccc1CNC(=O)CCC(=O)N1Cc2cccc(OC)c2Oc2ncccc21	5%	2	-3%	2%	16%	1%	-5%	1	-5%
CCOc1ccccc1CN1CCC(N2CCC(C(=O)NC3CC3)CC2)CC1	-2%	-3	24%	-7%	-21%	-2%	-3%	-15	-6%
COC(=O)C[C@H]1CC[C@H](NC(=O)Nc2ccccc2)[C@@H](CO)O1	11%	4	/	12%	2%	12%	/	0	1%
C=CCOn1c(=O)c(-c2ccccc2)[n+]([O-])c2ccccc21	8%	6	13%	11%	2%	0%	15%	13	2%

Pulled one by one from the entries so far:
SMILES	HT1080 IDH1KD tx	D3 ag	MCF10A rerep	HT1080-NT tox	KB-V1 cytotox	KB-3-1 tox	SW480 rereplic	IL1B secr inh	GLP1R cytotox
COc1ccccc1CNC(=O)CCC(=O)N1Cc2cccc(OC)c2Oc2ncccc21	5%	2	-3%	2%	16%	1%	-5%	1	-5%
CCOc1ccccc1CN1CCC(N2CCC(C(=O)NC3CC3)CC2)CC1	-2%	-3	24%	-7%	-21%	-2%	-3%	-15	-6%

Arranged by molecular weight (lowest first): 3 of the compounds above.
SMILES	HT1080 IDH1KD tx	D3 ag	MCF10A rerep	HT1080-NT tox	KB-V1 cytotox	KB-3-1 tox	SW480 rereplic	IL1B secr inh	GLP1R cytotox
CCCNC(=O)NC(=O)COC(=O)CC(NC(N)=O)c1ccc(Cl)cc1 (stereo not given)	-3%	0	2%	-4%	2%	-13%	-1%	1	-1%
NS(=O)(=O)c1ccc(N=Nc2c(O)[nH]c3ccc(Br)cc23)cc1	?	-11	?	?	5%	-1%	?	-15	-16%
COc1ccccc1CNC(=O)CCC(=O)N1Cc2cccc(OC)c2Oc2ncccc21	5%	2	-3%	2%	16%	1%	-5%	1	-5%

Returning to the listing with the 3 entries that preceded the break.
SMILES	HT1080 IDH1KD tx	D3 ag	MCF10A rerep	HT1080-NT tox	KB-V1 cytotox	KB-3-1 tox	SW480 rereplic	IL1B secr inh	GLP1R cytotox
CCOc1ccccc1CN1CCC(N2CCC(C(=O)NC3CC3)CC2)CC1	-2%	-3	24%	-7%	-21%	-2%	-3%	-15	-6%
COC(=O)C[C@H]1CC[C@H](NC(=O)Nc2ccccc2)[C@@H](CO)O1	11%	4	/	12%	2%	12%	/	0	1%
C=CCOn1c(=O)c(-c2ccccc2)[n+]([O-])c2ccccc21	8%	6	13%	11%	2%	0%	15%	13	2%
Cc1cc(C)c(C#N)c(SCC(=O)N(CC(C)C)C2CCS(=O)(=O)C2)n1 (stereo not given)	-8%	1	0%	2%	-3%	11%	-2%	-5	-8%
CCC(=O)N1N=C(c2ccc(C)o2)CC1c1ccc(OC)cc1 (stereo not given)	-3%	-19	25%	-15%	-16%	0%	i[1.84 µM]	-6	6%
O=C(CSc1nnc2ccc(-c3ccccc3)nn12)NCC1CCCO1 (stereo not given)	1%	2	0%	3%	-16%	10%	-8%	?	-1%
COc1ccc(-c2noc(CN(C(=O)Cc3ccc(C)cc3)C(C)C)n2)cc1	/	2	/	/	-13%	-24%	/	/	-6%
Cc1ccc(CNC(=O)C2CC(c3ccccc3F)=NO2)cc1 (stereo not given)	?	-2	3.3µM*	?	0%	-18%	?	60	-20%
O=[N+]([O-])c1cc([N+](=O)[O-])c(Oc2cc(Cl)ccc2Cl)cc1NC1CCCCCCC1	-2%	-8	0%	2%	7%	0%	-1%	7	11%
COC(=O)c1ccc(N2NC(=O)/C(=C/c3ccc(OC)c(OC)c3)C2=O)cc1	0%	-3	1%	2%	?	6%	0%	7	1%
O=C(Nc1ccc(F)cc1)C1C(c2ccccc2)C1(Cl)Cl (stereo not given)	-9%	-6	?	-14%	-17%	-12%	15%	0	?
COc1ccc(CC(=O)NNC(=S)Nc2ccc(Br)cc2)cc1	3%	3	-1%	3%	0%	2%	-10%	-15	-6%
O=C(CS(=O)(=O)c1cn(CC(=O)N2CCCC2)c2ccccc12)Nc1ccccc1F	0%	-9	-1%	-3%	12%	9%	-5%	0	5%
COC(=O)CN1C(c2cccc(Cl)c2)=Nc2ccc(Cl)cc2C1c1ccccc1 (stereo not given)	?	-6	?	-21%	?	-13%	/	-11	-19%
CSc1n[nH]c2nc3c(c(=O)n12)C1(CCCC1)Cc1ccccc1-3	12%	1	?	12%	?	-6%	4%	1	104%[activator]
COc1ccc(CNC(=O)CN2CCN(S(=O)(=O)c3ccccc3)CC2)cc1	1%	-3	0%	5%	3%	0%	-2%	6	1%
CCN1CCOC(=O)C1CC(=O)Nc1cc(C)cc(C)c1 (stereo not given)	/	-5	/	/	?	0%	/	/	9%
O=C(CS(=O)(=O)c1nc(-c2ccc(Cl)cc2)cn1-c1ccccc1)Nc1cccc(Cl)c1	/	3	/	/	16µM*	16µM*	/	/	-25%
CCOC(=O)N1CCc2c(sc(NCc3ccc(OC)c(OC)c3OC)c2C(=O)Nc2ccc(OC)cc2OC)C1	/	6	/	/	9%	-17%	/	/	1%
O=C(/C=C/c1ccccc1Cl)NCc1cccs1	21%	-9	7%	18%	?	-14%	5%	-2	-2%
COc1ccccc1CNC(=O)CCCn1c(=O)c2ccccc2n(Cc2ccccc2C#N)c1=O	/	-16	/	/	-21%	-2%	/	/	4%
O=C(NOCc1ccccc1)c1coc(-c2ccccc2)n1	16%	0	7%	3%	0%	5%	-17%	22	7%
CCOC(=O)C1CN(S(C)(=O)=O)c2cc(CC(=O)OC)ccc2O1 (stereo not given)	14%	10	2%	11%	0%	-2%	2%	-101*	-1%
